MrgX1 ag: human MrgX1 receptor agonism, primary screen. MrgX1-HEK293 cells, Fluo-4 calcium fluorescence, agonist mode; stronger effect = higher value. B-score at 10 µM. 0.44% of 310,000 active;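 active means calcium response B-score plate-corrected fluorescence ratio at least 3 library SD, with starting fluorescence B-score inside 5 SD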
Target sequence (Q96LB2 whole entry, looked up): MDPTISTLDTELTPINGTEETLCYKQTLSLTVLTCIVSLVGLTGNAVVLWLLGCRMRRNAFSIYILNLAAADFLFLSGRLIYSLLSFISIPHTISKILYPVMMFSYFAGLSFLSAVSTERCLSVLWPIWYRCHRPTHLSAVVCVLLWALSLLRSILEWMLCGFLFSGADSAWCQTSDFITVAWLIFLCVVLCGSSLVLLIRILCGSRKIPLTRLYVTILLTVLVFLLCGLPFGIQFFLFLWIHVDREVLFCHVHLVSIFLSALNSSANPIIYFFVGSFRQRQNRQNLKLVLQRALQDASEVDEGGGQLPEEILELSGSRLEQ
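Assay system: stable human MrgX1 HEK293 cell line. Quantity: 15,000 cells per well. Schedule: cells plated overnight, dye loaded 0.5 h 37 °C, 0.5 h room temperature. Detection: Fluo-4 NW calcium-flux fluorescence, kinetic read. Read-out basis: peak-minus-minimum fluorescence over baseline, converted to B scores. Control set: positive and negative control wells on each plate.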
SKKanGAS inh: inhibitors of SKKanGAS S. pyogenes growth in kanamycin (SK-promoter or general growth effect); BacTiter-Glo, 6 h; inhibition, % at 7.5 µM; 1.3% of 300,000 active; AID 1662;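 active means mean replicate score, as percent of positive control median, at least 50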;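 further: strain carries kanamycin resistance gene driven by streptokinase promoter and grows in 40 µg/ml kanamycin; loss of luminescence reflects streptokinase promoter inhibition or plain growth inhibition; 0% = median of DMSO wells and 100% = positive control at its reference dose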
RGS4 pot: RGS4 potentiation or activation. HEK293 M3R/inducible RGS4, carbachol calcium flux Fluo4; stronger effect = lower value. B-score at 10 µM. 0.92% of 310,000 active. AID 463111;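 active means B-score of the integrated calcium signal more than 4 SD below the library mean, with starting fluorescence not abnormally high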;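 further: negative B-score means reduced calcium response which marks RGS4 activation or potentiation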
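System – HEK293 FlpIn-TREx cells, stable M3R, doxycycline-inducible RGS4 · Reagent – ECmax carbachol challenge · Times – compound preincubation 20 min at room temperature before agonist · Technique – Fluo4 fluorescence kinetic imaging of calcium · Measure – B score of integrated Fluo4 ratio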
RGS4 block: human RGS4 inhibition; 0.45% of 310,000 active; AID 463165; HEK293 M3R/RGS4 inducible, Fluo-4 calcium flux; stronger effect = higher value; triggered by carbachol at its EC20; B-score at 10 µM;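 active means B-score, a plate-corrected calcium signal, over three deviations above library mean, with baseline fluorescence within five deviations of library mean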;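 further: RGS4 expression induced by doxycycline in cells with stable M3 receptor; B-score is computed from the integrated fluorescence ratio over baseline after carbachol; higher B-score means a larger calcium signal and so more RGS4 inhibition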
Target sequence (P49798 whole entry, looked up): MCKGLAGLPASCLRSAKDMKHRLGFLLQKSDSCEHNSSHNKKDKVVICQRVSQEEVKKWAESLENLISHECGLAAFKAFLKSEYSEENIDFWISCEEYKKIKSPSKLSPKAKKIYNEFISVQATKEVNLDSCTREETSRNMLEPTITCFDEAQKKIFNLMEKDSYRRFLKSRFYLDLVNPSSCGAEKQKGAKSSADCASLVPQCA
MrgX1 allo act: human MrgX1 positive allosteric modulation, primary screen | Q96LB2 | MrgX1-HEK293, Fluo-4 calcium flux, FDSS; stronger effect = higher value | B-score at 10 µM | 0.63% of 310,000 active;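 active means plate-corrected calcium response at least 3 library SD above typical, normal starting fluorescence, not activating the receptor alone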;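 further: compound read alongside a low EC10 to EC30 dose of BAM8-22 agonist; peak minus trough fluorescence over baseline measured at the second addition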
MrgX1 antag: antagonists of human MrgX1 receptor. MRGX1-HEK293 calcium flux, Fluo-4, BAM8-22 antagonism; stronger effect = lower value. AID 588676. B-score at 10 µM. 1.3% of 310,000 active;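 active means calcium-response B-score plate-corrected more than 3 library SD below zero, starting fluorescence within 5 deviations, no agonist response on first addition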;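 further: peak minus trough fluorescence over baseline after final BAM8-22 challenge near maximal dose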
TRPC4 block: blocks the mouse TRPC4 cation channel; 0.39% of 300,000 active; HEK293 TRPC4beta/mu-opioid, DAMGO-evoked Fluo4 calcium flux; stronger effect = lower value; B-score at 10 µM; Q9QUQ5;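 active means B-score over 3 SD under the library average, no early fluorescence shift, positive overall ratio signal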
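Material: HEK293 cells with stable TRPC4beta plus mu-opioid receptor expression; probe or stimulus: DAMGO in two steps, submaximal then maximal; technique: Fluo4 calcium fluorescence by kinetic imaging, 5 s 1 Hz baseline; measure: integrated fluorescence ratio relative to baseline, converted to per-well B score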
TRPC6 inh: mouse TRPC6 channel inhibition | Q61143 | HEK293-TRPC6, membrane potential dye, ACh-evoked depolarization; stronger effect = lower value | B-score at 10 µM | 1.1% of 310,000 active | AID 2553;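 active means B-score under library mean minus 3 SD, initial fluorescence not abnormally high, positive integrated signal ratio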;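 further: B-score derived from integrated fluorescence ratio over the kinetic read; more negative B-score means stronger inhibition of depolarization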
HIF activator: HIF pathway transcriptional activation. U2OS HRE-luciferase reporter, luminescence; normalized: DMSO 0%, desferrioxamine 100%. activation, % at 7.5 µM (by protocol). 0.32% of 300,000 active. AID 1910;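 active means mean activation of at least 10% of the iron chelator positive control signal, with at least half of replicates also reaching 10%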
Platelet DG rel: platelet dense granule release activity; inhibition, %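 (compounds screened at 7.5 µM in platelet-rich plasma)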; 0.22% of 300,000 active; AID 1663; human platelet-rich plasma, SFLLRN dense granule ATP release, luminescence;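 active means mean replicate score, as percent of positive control, at or above 50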
TRPC6 activator: activates the mouse TRPC6 cation channel. HEK293-TRPC6 membrane potential dye fluorescence; stronger effect = higher value. B-score at 10 µM. 0.13% of 310,000 active;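 active means B-score of the integrated fluorescence ratio above library mean plus 3 SD, and starting fluorescence ratio within library mean plus 5 SD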;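 further: higher score means more depolarization so channel activation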
* = called active by the depositor; i = inactive; . = not tested or not shown.

SMILES	MrgX1 ag	SKKanGAS inh	RGS4 pot	RGS4 block	MrgX1 allo act	MrgX1 antag	TRPC4 block	TRPC6 inh	HIF activator	Platelet DG rel	TRPC6 activator
COCCCNC(=O)/C(C#N)=C/c1c(N2CCN(c3ccccc3)CC2)nc2ccccn2c1=O	i	-0.2	i	i	i	i	i	i	1.3	4.2	i
CCOC(=O)C1CCCN(C(=O)CNC(=O)c2nn(-c3ccc(OC)c(Cl)c3)c(=O)c3ccccc23)C1 (centres undefined)	i	2.6	i	i	i	i	i	i	0.3	8.0	i
COCCSc1nc2c(c(=O)[nH]c(=O)n2C)n1Cc1cccc(C)c1	i	-2.1	i	i	i	i	i	i	-0.1	28.2	i
COc1ccc2nc(NC(=O)Nc3cccc4ccccc34)sc2c1	i	12.1	i	i	i	i	i	i	0.3	-9.0	i
COc1ccccc1C(=O)NC(CCSC)C(=O)NCCCn1nc(C)cc1C (centres undefined)	i	3.2	i	i	i	i	i	i	-0.1	2.2	i
Cc1ccc(CN2CCC(CNC(=O)c3ccc(NC(=O)C4=CSCCO4)cc3)CC2)cc1	i	3.7	i	i	i	i	i	i	-0.4	0.2	i
COCCN(CCNC(=O)c1ccc(NC2=NC3CS(=O)(=O)CC3S2)cc1)Cc1ccco1 (centres undefined)	i	-6.1	i	i	i	i	i	i	0.2	-1.9	i
O=C(Cc1cccs1)NC(Cc1c[nH]c2ccccc12)C(=O)O (centres undefined)	i	-0.1	i	i	i	i	i	i	-0.1	11.5	i
O=C(Nc1ccnn1C1CCN(C(=O)Cc2cccc(Cl)c2)CC1)C1CC1	i	-2.3	i	i	i	i	i	i	-0.2	-4.3	i
O=C(N/N=C/c1ccco1)c1cc(C2CC2)[nH]n1	i	-2.2	i	i	i	i	i	i	2.9	5.4	i
CCOc1ccc(NC(=O)CSc2nnc(-c3ccco3)n2C)cc1	i	5.8	i	i	i	i	i	i	-0.2	16.2	i
CSc1cccc(N2C(=O)C3CCCN3C2=S)c1 (centres undefined)	i	-0.4	i	i	i	i	i	i	-0.4	0.7	i
CCOC(=O)C1CCCN(c2c(Nc3cc(C)cc(C)c3)c(=O)c2=O)C1 (centres undefined)	i	-3.0	i	i	i	i	i	i	-0.5	4.0	i
CC1OC23CCCCC2C(C#N)(C(=N)O3)C1(C#N)C#N (centres undefined)	i	1.1	i	i	i	i	i	i	-0.7	-2.2	i
CCOc1cc(C2NC(=O)NC(c3ccccc3)=C2C(C)=O)ccc1OCC(N)=O (centres undefined)	i	3.1	i	i	i	i	i	i	0.0	-35.0	i
CC(=O)Nc1ccccc1C(=O)N1CCN(Cc2ccc3c(c2)OCO3)CC1	i	11.2	i	i	i	i	i	i	1.0	-4.0	i
CC(C)c1nnc(NC(=O)c2ccc3c(c2)OCO3)s1	i	15.9	i	i	i	i	i	i	-4.9	1.6	i
Cc1ccc(C)c(N2CCN(C(=S)Nc3ccc4nc(N5CCOCC5)cc(C)c4c3)CC2)c1	i	6.2	i	i	i	i	i	i	0.7	5.1	i
Cc1ccc(S(=O)(=O)N2CCN(c3ccc([N+](=O)[O-])c(Sc4nncn4C)c3)CC2)cc1	i	-2.4	i	i	i	i	i	i	-0.4	14.5	i
Cc1c(CCC(=O)NCCCn2ccnc2)c(=O)oc2cc3oc4c(c3cc12)CCCC4	i	-2.7	i	i	i	i	i	i	-0.4	4.8	i
CC(OC(=O)CCCC(=O)Nc1ccccc1)C(=O)c1ccccc1 (centres undefined)	i	-8.1	i	i	i	i	i	i	-0.5	3.9	i
COCCNC(=O)CNC(=S)N(Cc1ccccc1)Cc1cccnc1	i	-2.0	i	i	i	i	i	i	-0.4	-2.6	i
O=C(NC(=S)NCC1CCCO1)c1cccs1 (centres undefined)	i	-2.9	i	i	i	i	i	i	1.0	8.8	i
COC(=O)c1ccc(N2CCN(C)CC2)c(NC(=O)c2sc3ccccc3c2Cl)c1	i	3.5	i	i	i	i	i	-6.73*	-2.8	-0.8	i
COc1ccc(/C=N/NC(=O)c2cccc(Br)c2)cc1Cn1cc(Cl)cn1	i	10.4	i	i	i	i	i	i	1.0	7.5	i

Next part.
SMILES	MrgX1 ag	SKKanGAS inh	RGS4 pot	RGS4 block	MrgX1 allo act	MrgX1 antag	TRPC4 block	TRPC6 inh	HIF activator	Platelet DG rel	TRPC6 activator
O=C1/C(=C\c2ccncc2)SC(=S)N1C1CCCCC1	i	3.4	i	i	i	i	i	i	0.0	5.9	i
N/C(=N\c1nc2ccccc2o1)NC(=O)C(Cc1ccccc1)N1C(=O)c2ccccc2C1=O (centres undefined)	i	31.8	i	i	i	i	i	i	0.4	-0.7	i
CCOc1ccc(NC(=S)NNC(=S)Nc2cccc(C(F)(F)F)c2)cc1	i	51.3*	i	i	i	i	i	i	-0.2	7.4	i
CN(c1cccc(NS(=O)(=O)c2cccs2)c1)S(C)(=O)=O	i	-1.6	i	i	i	i	i	-6.1*	-0.3	-1.0	i
CCCN(CC(=O)Nc1ccc(F)c(F)c1F)Cc1cc(=O)n2ccsc2n1	i	-7.3	i	i	i	i	i	i	-1.3	3.5	i
C=C(C)COc1ccc(-c2ncncc2-c2ccc(OC)cc2)c(O)c1	i	28.0	i	i	i	i	i	i	0.4	3.4	i
O=C(Nc1ccccc1F)c1cc(C(=O)Nc2ccccc2F)cc([N+](=O)[O-])c1	i	0.5	i	i	i	i	i	i	-0.9	-1.0	i
O=C(CCC(=O)Nc1ccc(Br)cc1)N/N=C/c1ccccc1O	i	83.1*	i	i	i	i	i	i	4.6	-3.4	i
COc1ccc(NS(=O)(=O)c2cn(C)cn2)cc1OC	i	-1.1	i	i	i	i	i	i	-0.2	7.1	i
COc1ccc(CCN2CC(C(=O)N(C)CCc3cn[nH]c3)CCC2=O)cc1 (centres undefined)	.	-3.0	i	i	.	.	i	i	-2.2	-6.7	i
COc1ccc(-c2nnc(SCC#N)o2)cc1	i	-1.8	i	i	i	i	i	i	0.8	-2.9	i
CCOc1cc(CNn2cnnc2)cc(Cl)c1OCC(=O)NC(C)(C)C	i	-1.2	i	i	i	i	i	i	3.2	3.3	i
Cc1nc2nc(-c3cccnc3)[nH]n2c(=O)c1C	i	0.6	i	i	i	i	i	i	-0.2	29.7	i
CCOC(=O)C1CCN(c2cc3c(cc2NC(=O)c2ccccc2OCC)n(C)c(=O)n3C)CC1	i	31.8	-7.79*	i	i	i	i	i	-0.1	40.8	i
CSc1nnnn1CCn1nnnc1SC	i	-0.1	i	i	i	i	i	i	-0.4	-2.4	i
O=C(CS(=O)(=O)c1ccccc1)Nc1nc(-c2ccccc2)cs1	i	6.0	i	i	8.44*	i	i	i	0.7	16.7	i
CC(=O)Nc1ccc(C(=S)NCC2(N(C)C)CCCCC2)cc1	i	3.2	i	i	i	i	i	i	-0.6	-7.1	i
CCOC(=O)c1sc(NC(=O)Cc2c(F)cccc2Cl)nc1C	i	12.3	i	i	i	i	i	i	1.6	-2.9	i
Cc1ccc(S(=O)(=O)NCCOc2nc(N3CCOCC3)nc(N3CCOCC3)n2)cc1	i	0.4	i	i	i	i	i	i	0.5	-1.7	i
CCC1Oc2ccccc2N(CC(=O)NCCc2ccc(OC)c(OC)c2)C1=O (centres undefined)	i	-12.0	i	i	i	i	i	i	0.7	4.7	i
COc1ccccc1Nc1nc(N)nc(CSc2nnc(C)s2)n1	i	4.7	i	i	i	i	i	i	0.0	-3.6	i
CC(=O)/C(C#N)=C1\NC(=O)C(Cc2ccccc2)S1 (centres undefined)	i	6.4	i	i	i	i	i	i	0.1	.	i
COc1ccccc1CNC(=O)Cn1cccc1	i	-3.6	i	i	i	i	i	i	-0.4	-3.8	i
Cc1nc(C)n(C(C)CC(=O)O)n1 (centres undefined)	i	5.9	i	i	i	i	i	i	1.1	-6.1	i
Cc1ccc(C)c(OCC(O)CN2C(C)CCCC2C)c1 (centres undefined)	i	-2.4	i	i	i	i	i	i	1.3	-6.2	i

(continued)
SMILES	MrgX1 ag	SKKanGAS inh	RGS4 pot	RGS4 block	MrgX1 allo act	MrgX1 antag	TRPC4 block	TRPC6 inh	HIF activator	Platelet DG rel	TRPC6 activator
CCOc1cc(C2C(C#N)=C(N)Oc3n[nH]c(-c4ccncc4)c32)cc([N+](=O)[O-])c1O (centres undefined)	i	-6.7	i	i	i	i	i	i	-0.2	-0.3	i
Cc1c(Cl)c(=O)oc2cc(OCC(=O)NCc3cccs3)ccc12	i	-7.4	i	i	i	i	i	i	-0.1	3.2	i
CCOC(=O)CC1=C(C(=O)OCC)C(c2ccc(C)o2)C(C#N)=C(N)O1 (centres undefined)	i	-0.3	i	i	i	i	i	i	0.0	-0.7	i
Cc1ccc(NC(=S)N(Cc2cccs2)Cc2cc3cccc(C)c3[nH]c2=O)cc1	i	10.2	i	i	i	i	i	i	888.6*	-1.9	i
CC(C)Oc1ccccc1/C=N/NC(=O)C1CC1	i	0.3	i	i	i	i	i	i	0.2	12.1	i
O=C(CP(=O)(CO)CO)c1ccc(Cl)cc1	i	-3.3	i	i	i	i	i	i	-0.1	3.5	i
Cc1ccc(-c2nc(-c3ccccc3)no2)c(Cl)c1	i	11.1	i	i	i	i	i	i	-2.6	19.3	i
O=S(=O)(Nc1ccc(S(=O)(=O)N2CCCCC2)cc1)c1ccc(Br)s1	i	6.5	i	i	i	i	i	i	-0.5	0.2	i
CCCCN1CC[C@H]2C=CC[C@@H](C(=O)Nc3ccc(Cl)c(C(F)(F)F)c3)[C@H]2C1=O	i	-3.7	i	i	i	i	i	i	-0.9	5.2	i
S=c1ccc2ccccc2[nH]1	i	-1.4	i	i	i	i	i	i	0.4	-3.8	i
CCOC(=O)N1CCN(C(=O)c2csc3c2CCCCC3)CC1	i	2.8	i	i	i	i	i	i	-0.4	-3.3	i
O=C(Nc1ccccc1F)NC1CCCCCCC1	i	49.5*	i	i	i	i	i	i	2.7	17.1	i
Cc1ccc(-c2onc3ccc(Cl)cc23)cc1	i	-10.6	i	i	i	i	i	i	1.2	-1.1	i
CCN(CC(=O)Nc1cc(Cl)ccc1OC)CC(=O)NC1CCS(=O)(=O)C1 (centres undefined)	i	-3.8	i	i	i	i	i	i	-0.3	-4.3	i
C/C(=N/Nc1ncc(Br)cn1)c1ccc([N+](=O)[O-])cc1	i	1.6	i	i	i	i	i	i	-0.8	-3.6	i
CC1CCN(C(=O)Cn2ncc3c4ccccc4n(C)c3c2=O)CC1	i	0.1	i	i	i	i	i	i	1.3	1.9	i

From PubChem BioAssay
